Bioassay records: PubChem BioAssay, Sanford-Burnham Center for Chemical Genomics
PLAP act: PLAP enzyme activators, biochemical, luminescence, HTS. Alkaline phosphatase, placental type (Homo sapiens), P05187. purified PLAP enzyme, luminescent substrate read-out; stronger effect = higher value. activation fold at 20 µM. hit rate 1.2% among 96,000. AID 696, 2007; in the data active = activation fold above about 2
Target sequence (P05187 whole entry, looked up): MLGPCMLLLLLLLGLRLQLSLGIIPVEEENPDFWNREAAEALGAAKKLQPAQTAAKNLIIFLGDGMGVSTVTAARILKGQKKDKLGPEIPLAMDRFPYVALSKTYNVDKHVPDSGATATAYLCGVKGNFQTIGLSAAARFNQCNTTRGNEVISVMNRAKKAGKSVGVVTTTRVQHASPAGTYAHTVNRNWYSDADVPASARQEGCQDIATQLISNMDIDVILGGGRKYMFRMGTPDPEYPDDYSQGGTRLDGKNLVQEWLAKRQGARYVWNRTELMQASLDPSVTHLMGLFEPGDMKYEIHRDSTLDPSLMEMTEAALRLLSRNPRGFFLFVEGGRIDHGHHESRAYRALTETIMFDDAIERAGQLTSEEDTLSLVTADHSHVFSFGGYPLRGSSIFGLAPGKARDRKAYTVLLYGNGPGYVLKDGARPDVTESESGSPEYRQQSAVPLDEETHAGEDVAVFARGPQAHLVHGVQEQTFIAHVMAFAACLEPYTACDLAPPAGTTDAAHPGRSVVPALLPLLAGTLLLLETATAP
MT1-MMP txn act: MT1-MMP promoter reporter activation – cell-based, luciferase luminescence, primary screen | HT1080 MT1-MMP promoter luciferase reporter, overnight; stronger effect = higher value | activation factor at 10 µM | hit rate 0.16% among 86,000 | AID 750, 2007;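 active = activation factor of at least 2 for MT1-MMP transcription at 10 µM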
An asterisk follows results filed as active. Only part of the results is shown. The share of hits here may be higher or lower than overall.

SMILES	PLAP act	MT1-MMP txn act
CC1CN(c2oc(-c3ccco3)nc2S(=O)(=O)c2ccccc2)CC(C)O1 (configuration not stated)	1	1
O=C(CSc1nnc(-c2ccco2)n1Cc1ccco1)N1CCOCC1	1	1.1
CC(C)Sc1nc2c(cnn2-c2ccccc2)c(=O)[nH]1	1	1.1
Cc1cc(NC(=O)Cn2c(=O)c3c(ncn3CC(C)C)n(Cc3ccccc3)c2=O)no1	1.7	1.1
COc1cccc(CNC(=O)CCNS(=O)(=O)c2cccs2)c1	1	1
Cc1nc2ccc3nc(NC(=O)C4COc5ccccc5O4)sc3c2s1 (configuration not stated)	1.4	1.1
CC1(C)Cc2c(sc3nc4n(c(=O)c23)CCC4)CO1	1	1.1
CC(=O)c1ccc(NC(=O)CCNS(=O)(=O)c2cccc3nonc23)cc1	0.9	1.1
CCOC(=O)N1CCN(C(=O)COc2ccc(Br)cc2Cl)CC1	1.8	1.1
CC(C)Nc1oc(-c2cccc3ccccc23)nc1C#N	0.9	1
N#Cc1c(N)nc(N2CCCC2)c(C#N)c1-c1ccc(Cl)cc1	0.9	1.1
O=S(=O)(c1cccc(-c2cn3cccnc3n2)c1)N1CCOCC1	1.1	1.1
CCn1c(=O)c(=O)[nH]c2cc(C(=O)NC3CCCc4ccccc43)ccc21 (configuration not stated)	1.1	1.1
Cn1cnnc1SCC(=O)N1c2ccccc2-c2c(ssc2=S)C1(C)C	1	1.1
COC(=O)c1cc(C(=O)OC)cc(-n2c(C)cc(C(=O)CC#N)c2C)c1	1.6	1.1
COc1ccc(-n2c(Cc3cccn3C)nnc2SCC(=O)Nc2ccc(C)cc2)cc1	1.4	1
CC12C(=O)N(Cc3ccccc3)C(=O)C1C1C=CC2C1 (configuration not stated)	0.9	1.2
CN(C)C(=O)N1CCCC(C(=O)NCc2cccs2)C1 (configuration not stated)	0.8	1.2
Cc1nnc(NC(=O)CCC(=O)N2CCN(CCc3ccccc3)CC2)s1	1.2	1
O=C(NCc1ccco1)C1CCCN(S(=O)(=O)c2cccc3nsnc23)C1 (configuration not stated)	0.8	1.2
O=C(c1cc2nc(-c3ccco3)cc(C(F)(F)F)n2n1)N1CCCc2ccccc21	1.1	1.1
C=C1CSc2nc(=O)c3c4c(sc3n21)CCC4	0.9	0.9
NC(=O)C1CCN(c2nc(C3CC3)nc3c2nnn3Cc2ccccc2)CC1	1.1	1
Cc1cc(C)n(-c2nc(SCC(=O)NCC3CCCO3)c3c4c(sc3n2)CCCC4)n1 (configuration not stated)	1.4	1.1
CCn1c(SCC(=O)Nc2ccc3c(c2)c2ccccc2n3CC)nnc1-c1cnccn1	1.6	1.1

Single records, from the list above. Screens in order: PLAP act	MT1-MMP txn act
COc1cccc(CNC(=O)CCNS(=O)(=O)c2cccs2)c1 is entered as 1	1
C=C1CSc2nc(=O)c3c4c(sc3n21)CCC4 is entered as 0.9	0.9
O=S(=O)(c1cccc(-c2cn3cccnc3n2)c1)N1CCOCC1 is entered as 1.1	1.1
Cc1nnc(NC(=O)CCC(=O)N2CCN(CCc3ccccc3)CC2)s1 is entered as 1.2	1
CC12C(=O)N(Cc3ccccc3)C(=O)C1C1C=CC2C1 (configuration not stated) is entered as 0.9	1.2

Further results follow.
SMILES	PLAP act	MT1-MMP txn act
CCOC(=O)CN1C(=O)NC(C)(c2ccc(OC(F)F)cc2)C1=O (configuration not stated)	0.9	1.1
COC(=O)C(CC(C)C)NC(=O)c1cc(OC)c(OC)c(OC)c1 (configuration not stated)	1.4	1.3
O=C(CNS(=O)(=O)c1ccc(C(=O)N2CCCCC2)cc1)N1CCCCC1	1.2	0.9
Cc1ccc(C(=O)CSC2=C(C#N)C(c3ccco3)C3=C(CCCC3=O)N2)cc1 (configuration not stated)	1.2	0.7
Cc1ccccc1Oc1ccc(Oc2ccccc2C)nn1	0.9	1.3
NC(=O)NC(=O)COC(=O)c1ccccc1Oc1ccccc1	1.1	1.1
O=S(=O)(NCC(c1cccnc1)N1CCN(c2ccc(F)cc2)CC1)c1cccs1 (configuration not stated)	1.4	1.1
COc1ccc(C(=O)c2oc3ccc(OC)cc3c2N)cc1	0.9	1.5
C1CCc2c(nc3nnnn3c2N2CCOCC2)C1	0.9	1.1
COc1cccc(C2C(C(N)=O)=C(C)Nc3nc(-c4ccccc4Cl)nn32)c1 (configuration not stated)	1.1	1.7
Cc1c(C(=O)OCC2CCCO2)[nH]c2c1C(=O)CC(c1ccc(N(C)C)cc1)C2 (configuration not stated)	1	1.1
CC(=O)OCCn1c(=O)c2cc3c(=O)n(CCOC(C)=O)c(=O)c3cc2c1=O	0.8	1.1
O=C(CSc1nnc(-c2ccco2)n1Cc1ccccc1)c1ccc(F)cc1	1.3	1.4
O=C(Cn1nc(-c2ccc(Cl)cc2)ccc1=O)NCCCN1CCN(Cc2ccccc2)CC1	1.6	0.9
O=C(CN1CCN(S(=O)(=O)c2cc(Cl)ccc2Cl)CC1)Nc1ccc2c(c1)OCCO2	1.5	1.3
Cn1cccc1Cc1nnc(SCC(=O)Nc2nccs2)n1CCc1ccccc1	1.4	1.1
CCOc1ccc(NC(=O)CSc2nc3c(c(=O)n2-c2ccccc2OC)SCC3)cc1	1.3	1
CC(C)c1ccccc1N1CC(C(=O)O)CC1=O (configuration not stated)	1.1	1
Cc1sc2ncn(CC(=O)N(CC(=O)NC3CCCC3)Cc3cccs3)c(=O)c2c1C	1.3	1.2
CC1=C(C(=O)OCc2ccccc2)C(c2ccc(C)o2)C2=C(CCCC2=O)N1 (configuration not stated)	1	1
CCOc1cc(C2C(C(=O)O)c3cc(OCC)c(OCC)cc3C(=O)N2C)ccc1O (configuration not stated)	1.1	1.1
NC(=O)c1ccccc1NC(=O)CS(=O)(=O)Cc1ccccc1	0.9	1.1
Cc1cc2nc(-c3ccc(NC(=O)c4cccnc4)cc3)oc2cc1C	1.7	1.5
CN(C)CCSc1nnc(-c2ccccc2)o1	1	1.7
Cc1ccc(-n2c(C)cc(C(=O)CSc3nncs3)c2C)cc1	1.6	1.1

(further entries)
SMILES	PLAP act	MT1-MMP txn act
CCOC(=O)N1CCN(C(=O)C(CC(C)C)NC(=O)C2CCCCC2)CC1 (configuration not stated)	1.6	1.1
CCN1CCN(c2cc(C)c3cc(NC(=O)Cc4ccc(OC)c(OC)c4)ccc3n2)CC1	1.4	1.2
CCOc1cc(-c2c(C#N)c(N)nc3c2CCCC3)ccc1O	1.1	1.1
O=C(Nc1ccc(-c2noc(CCc3ccccc3)n2)cc1)c1cccnc1	1.3	1.2
Cc1cc(C(=O)N2CCCC2C(=O)O)c(C)o1 (configuration not stated)	1	1.1
Cc1cc(C(=O)OCc2nnc(-c3ccccc3)o2)c(C)n1-c1ccccc1	1.3	1
COc1cccc(NC(=O)C2CCCN2C(=O)OCc2ccccc2)c1 (configuration not stated)	0.8	1.3
CC1CN(c2cc(=O)n(-c3ccccc3)c(=O)[nH]2)CC(C)O1 (configuration not stated)	0.9	1.1
Cc1cc(C)c2c(=O)n(CC(=O)NCCCN3CCN(c4ccccc4F)CC3)sc2n1	1.5	1
COc1cc(C)nc(N2CCCC(C(=O)Nc3cccc(Cl)c3C)C2)n1 (configuration not stated)	1	1
C=CCn1c(=O)c(C(=O)NCCc2ccccc2)c(O)c2ccccc21	1	1
Cc1ccccc1Nc1nc(N)nc(COC(=O)CCS(=O)(=O)c2ccccc2)n1	1	1.1
COc1ccc(-c2nnc(SCC(=O)N3CCCCC3)o2)cc1OC	1.2	1.1
CC(C)CCN(C)C1CCN(S(=O)(=O)c2cccc(C(F)(F)F)c2)CC1	1.5	1.2
CCN(CCCNC(=O)C1CCN(S(=O)(=O)c2cccc3nonc23)CC1)Cc1ccccc1	1.7	1.1
COc1ccccc1NC(=O)Nc1ccc(Br)cn1	0.9	1.1
Cc1noc(C)c1S(=O)(=O)N1CCCC(C(=O)N2CCN(C3CCCCC3)CC2)C1 (configuration not stated)	1.7	1.1
Cc1nc2c(c(=O)n1Cc1ccco1)c1nc3ccccc3nc1n2Cc1ccccc1	1.6	1.1
Cc1cc(-n2c(SCCC#N)nnc2-c2cccnc2)ccc1Cl	0.9	1.1
O=C(NCc1ccc(Cl)cc1)c1noc2c1CCCCC2	0.9	1.3
O=C(NCc1ccc(N2CCCC2=O)cc1)c1cn(CCc2ccccc2)nn1	1.1	1
CCCCOC(=O)Nc1ccc(S(=O)(=O)Nn2cnnc2)cc1	1.2	1.1
Cc1ccc2cc(CCNC(=O)CC(C)(C)C)c(=O)[nH]c2c1C	1.1	1.1
COc1ccc(N2CCn3c2nc2c3c(=O)n(CCN3CCOCC3)c(=O)n2C)cc1	1.6	1
CCc1ccc(C2C(C#N)=C(N)SC(N)=C2C#N)s1	1.2	1.1

Next structures follow:
SMILES	PLAP act	MT1-MMP txn act
CCC(C)C(NC(=O)c1ccc(Cl)cc1)C(=O)O (configuration not stated)	1.1	1.1
Cc1nc(NC(=O)c2csc3ccccc23)sc1C	1	0.8
CNC(=O)c1ccccc1NC(=O)c1cccc(S(=O)(=O)N2CCC(C)CC2)c1	1.3	1.2
COc1cccc(C2=CC(c3cccc(OC)c3OC)n3nnnc3N2)c1 (configuration not stated)	1.1	1.1
CCCN1Cc2cccc(C(=O)NCc3ccc4c(c3)OCO4)c2C1=O	1	1.2
CCOC(=O)C1=C(CC)OC(N)=C(C#N)C1c1cc(OC)ccc1OC (configuration not stated)	1.2	1.2
Cc1ccc(CNc2nc3ccccc3n3nnnc23)cc1	0.8	1.4
CC1=C(C(=O)OCC2CCCO2)C(c2ccc(O)cc2)NC(=O)N1 (configuration not stated)	1.1	1.2
CN1CCc2c(sc3nc(SCC(N)=O)n(-c4ccccc4)c(=O)c23)C1	1.5	1.1
c1coc(CNc2nc3sc4c(c3c3ncnn23)CCCC4)c1	1	1.1
Cc1nn(-c2ccccc2)c(C)c1CCC(=O)O	1.2	1.4
CSCC[C@H](NC(=O)Nc1ccc(C)cc1)C(=O)O	1.1	1
Cc1cnc(C(=O)Nc2ccc(C(=O)N(C)C3CCCCC3)cc2)cn1	1.1	1
Cn1c(CCN2CCCCC2)nc2cc(NS(=O)(=O)c3ccc(Cl)cc3)ccc21	1.5	0.9
CC(=O)n1c2ccccc2c2c1c1ccccc1n2C	0.9	1.5
COC(=O)COc1cccc(NC(=O)c2ccccc2)c1	0.9	1.1
Cc1ccc2nc(Nc3nc(=O)c4ccccc4n3C)nc(C)c2c1	1.5	1.3
COc1ccc(N2CCN(C(=O)C3CCC(Cn4c(=S)[nH]c5ccccc5c4=O)CC3)CC2)cc1 (configuration not stated)	1.3	1
CCOC(=O)c1cc2c(=O)n3ccccc3nc2n(Cc2ccccc2Cl)c1=N	1.3	1.2
Cc1nnc(SCC(=O)c2c(N)n(C)c(=O)n(C)c2=O)n1Cc1ccccc1	1	1.1
COC(=O)c1[nH]c2cc(OC)ccc2c1NC(=O)CN1CCC(C(N)=O)CC1	1.2	1.1
CCOCCCNC(=O)Cn1cc2c(n1)CCCC2	1	1
Cc1cc(OCCSc2nnc(-c3cccs3)n2C)ccc1Cl	0.8	1.1
N#CCCN1CCN(S(=O)(=O)c2ccc(S(=O)(=O)NC3CC3)cc2)CC1	1	1.3
Cn1cnnc1SCC(=O)Nc1ccccc1Sc1ccccc1	0.9	1.1

Four entries from above, as labelled records:
Cc1cc(C(=O)N2CCCC2C(=O)O)c(C)o1 (configuration not stated)
  PLAP act = 1	MT1-MMP txn act = 1.1

Cc1cc(C(=O)OCc2nnc(-c3ccccc3)o2)c(C)n1-c1ccccc1
  PLAP act = 1.3	MT1-MMP txn act = 1

COc1cccc(NC(=O)C2CCCN2C(=O)OCc2ccccc2)c1 (configuration not stated)
  PLAP act = 0.8	MT1-MMP txn act = 1.3

CC1CN(c2cc(=O)n(-c3ccccc3)c(=O)[nH]2)CC(C)O1 (configuration not stated)
  PLAP act = 0.9	MT1-MMP txn act = 1.1

Next part
SMILES	PLAP act	MT1-MMP txn act
Cc1cc(NC(=O)c2sc(Nc3cccc(C(F)(F)F)c3)nc2N)no1	1.6	1.1
Cc1nnc2sc(-c3ccc(-c4ccc(Cl)c(C(F)(F)F)c4)o3)nn12	0.9	1
Cc1nn(C)c(C)c1S(=O)(=O)N1CCC(C(=O)NC(C)c2ccccc2)CC1 (configuration not stated)	1	1.1
COc1ccc(N(CC(=O)Nc2cc(C)ccc2C)S(=O)(=O)c2c(C)nn(C)c2C)cc1	1.5	1.2
Cc1cc(NC(=O)COC(=O)c2ccc(F)c(S(=O)(=O)N3CCOCC3)c2)no1	1	1.1
Cc1cccc(NC(=O)C2CCCN(c3nc(C)cc(C)n3)C2)c1 (configuration not stated)	0.9	1
Cc1cc(C)n(CC2CC(=O)N(c3ccc(Cl)c(Cl)c3)C2=O)n1 (configuration not stated)	1.5	1.2
Cc1ccc(-n2nnc3ccccc3c2=O)cc1C	1	1.4
CCOc1ccccc1-n1nnnc1SCC(=O)NC(=O)NCc1ccco1	1.4	1.1
Cc1cc(C(=O)OCC(=O)NCc2ccco2)c(C)n1-c1ccc(F)cc1	1.1	0.5
Cc1onc(-c2c(Cl)cccc2Cl)c1C(=O)NCc1ccccn1	1.1	1.1
COC(=O)n1c(=O)oc2cc(S(=O)(=O)N3CCOCC3)ccc21	1.3	1.1
Cc1cccc(N2CCN(C(=O)CCNS(=O)(=O)c3ccc4c(c3)CCC(=O)N4)CC2)c1C	1.6	1
O=C(NCc1ccco1)c1c2c(nc3ccccc13)CCC2	1.5	1.2
COc1ccc(-c2cc(-c3ccccc3)nc(N3CCCC3)n2)cc1OC	1.7	1.1
Cc1ccc(S(=O)(=O)N2CCC(C(=O)N3CCC[C@H]3C(=O)NCc3ccco3)CC2)cc1	1.2	1.2
Cc1ccc(CNC(=O)c2cc3c(=O)n4ccccc4nc3n(Cc3ccco3)c2=N)cc1	1.2	1.1
